A549 viability: counter-screen for Nrf2 inhibitors: cytotoxicity in A549 cells; A549 ARE-Fluc cells, CellTiter-Fluor viability, 18-24 h; 390,000 compounds, 0.16% hits; Potency, µM (top dose mostly 46 µM), inactives show at the top dose activity change, negative = cytotoxicity, most hits filed as inhibitors; also: potency is read from the fitted curve at half-maximal effect; % is scaled to controls: 0 for no effect and ±100 for the full control effect
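A549 ARE_Fluc cells in 5% FBS OPTI-MEM were exposed to compounds in concentration-response for 18-24 h at 37 deg C. Viability was read by CellTiter-Fluor fluorescence (Ex 405/Em 525) after 30 min, before the luciferase read.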
CCT modulator: changes cytosolic chaperonin activity; purified chaperonin ATPase assay, HTRF ADP detection, 30 min; activity change, % (test concentration not listed), hits read low; 360,000 compounds, 0.3% hits; AID 651819; in the data active = activity change below about -30%; also: % is scaled to controls: 0 for no effect and ±100 for the full control effect
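TRiC (40 or 20 nM final, by batch activity) in 30 mM Tris pH 7.4, 100 mM KCl, 5 mM MgCl2, 1 mM DTT was treated with compound at 76 uM single dose, then 10 uM ATP, 30 min at 37 °C. ADP was read by HTRF Transcreener.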
Nrf2 inh: inhibitors of Nrf2 signaling. A549 ARE-Fluc reporter, luciferase luminescence, 18-24 h. Potency, µM (series often up to 46 µM), without a hit: top-dose activity change, negative = inhibition, actives largely listed as inhibitors. 360,000 compounds, 2.1% hits; also: potency is read from the fitted curve at half-maximal effect; % is scaled to controls: 0 for no effect and ±100 for the full control effect; nearly all actives have a fitted effect of over 60% in size
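Nrf2 function is reported as luminescence of an ARE-controlled luciferase in A549 cells. Compounds were tested at several concentrations, and a CellTiter-Fluor read on the same wells flagged cytotoxicity.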
TGFb inhibitor: inhibitors of TGF-b signaling. HepG2 CAGA-GFP TGF-b/SMAD3 reporter, GFP fluorescence, 18 h; TGF-beta stimulated, 500 pg/mL final. Potency, µM (titrated, usually from 46.1 µM), inactives show at the highest dose activity, negative = inhibition, actives largely listed as inhibitors. 410,000 compounds, 1.2% hits. AID 588855; also: potency is read from the fitted curve at half-maximal effect; % is scaled to controls: 0 for no effect and ±100 for the full control effect; nearly all actives have a fitted effect of over 65% in size
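TGF-beta reporter screen: HEPG2 CAGA-GFP, 1% FBS, 500 pg/mL TGF-beta final, 18 h; per-cell GFP summed per well; curves fitted and categorized by class.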
Nrf2 ARE act: activators of Nrf2 (ARE) signaling; AID 624171; 410,000 compounds, 0.31% hits; Potency, µM (series often up to 46.1 µM), inactives show at the top dose activation, actives largely listed as activators; AREc32 ARE-luciferase reporter (MCF7-derived line), luminescence, 24 h; also: potency is read from the fitted curve at half-maximal effect; % of control where 0% means no effect; nearly all actives have a fitted effect of over 65% in size
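Cells of the AREc32 ARE-luciferase line are plated in OPTI-MEM containing 5% FBS and left overnight at 37 deg C. Compounds are pinned in, incubation continues 24 hr, and firefly luciferase signal is then measured.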
S2 tox: viability counter-screen for ATXN expression inhibitors; Potency, µM (highest dose often 56.7 µM), usual class: cytotoxic; S2 cells (HEK-293 line with an ATXN2-luciferase reporter) viability, CellTiter-Fluor protease fluorescence, 24 h; 400,000 compounds, 0.49% hits; also: potency is read from the fitted curve at half-maximal effect; nearly all actives have a fitted effect of over 40% in size
pAkt inh: blocks phosphorylation of Akt; Neuro2A IGF-stimulated pAkt S473 HTRF, 20 min; hits give low values; activity change, % for hits at 50 µM; 360,000 compounds, 0.32% hits; in the data active = activity change below about -80%; inconclusive = mostly about -51% to -80%; also: % is scaled to controls: 0 for no effect and ±100 for the full control effect
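Neuro2A cells (4,500/well, DMEM with 0.5% FBS) were treated with compound at a single 50 µM final concentration, stimulated with 6 nM IGF for 20 min at 37 °C, and lysed. Phospho-Akt Ser473 was read by HTRF as 665/615 ratio ×10^4.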
HepG2 viability: HepG2 cytotoxicity, counter-screen for TGF-b inhibitors. 410,000 compounds, 0.76% hits. Potency, µM (series often up to 46.1 µM), inactives show at the highest dose activity change, negative = cytotoxicity, most hits filed as cytotoxic. HepG2 CAGA-GFP viability, ATP luminescence, 18 h; also: potency is read from the fitted curve at half-maximal effect; some results filed as inactive show a strong effect at the top dose
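CellTiter-Glo luminescence gave cytotoxicity after 18 hours at 37 degrees C. The cells were HepG2 CAGA-GFP in 1% FBS DMEM, stimulated with 500 pg/mL TGF-beta after compound addition. %Activity was normalised to no-cell wells (complete cell-killing) and DMSO (no toxicity), and curves were fitted and classified.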
Mm-Cpn inhibitor: inhibitors of Methanococcus maripaludis chaperonin (MmCpn) | purified Mm-Cpn ATPase, ADP Transcreener TR-FRET | Potency, µM (highest dose often 76.9 µM), for inactives: top-dose activity, negative = inhibition, most hits filed as inhibitors | 330,000 compounds, 0.031% hits | AID 504842; also: potency is read from the fitted curve at half-maximal effect; % is scaled to controls: 0 for no effect and ±100 for the full control effect; nearly all actives have a fitted effect of over 80% in size
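ATPase read-out: TR-FRET ADP immunoassay (anti-ADP Eu cryptate vs ADP-d2), ex 320 nm, em 590/665 nm; signal drops as ADP forms. Enzyme 25 nM, ATP 10 uM, 30 min at 37°C after 10 min compound preincubation.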
* hit, by the source's call; i = inactive; ? = inconclusive; · = not tested or not shown; [ ] = another dose, or the depositor's remark. Unless noted, calls follow the shape of the dose curve; as a rule, active = well fitted curve in the direction sought with a large enough effect; inconclusive = small, poorly fitted or top-dose-only effect, or another doubt; inactive = no such curve, though single readings can be large; an effect the other way counts as inactive or inconclusive.

Below each SMILES: A549 viability	CCT modulator	Nrf2 inh	TGFb inhibitor	Nrf2 ARE act	S2 tox	pAkt inh	HepG2 viability	Mm-Cpn inhibitor
CCc1ccc(Nc2nnc(SC(C)C(=O)NC3CC3)s2)cc1 (stereo unspecified)
→ 1%	-1.4	-6%	-11%	6.2%	i	i	-8%	-2%
O=S(=O)(c1cccc(C(F)(F)F)c1)c1ccc(O)cn1
→ 2%	-1.1	-8%	22%	-0.7%	i	i	-11%	·
CCC(=O)Nc1ccc(C(=O)CSc2nc(N)cc(N)n2)cc1
→ -7%	0.0	-13%	3%	1.7%	i	i	0%	-2%
CCOc1ccc(-n2c(=O)[nH]cc(C(=O)N3CCc4ccccc43)c2=O)cc1
→ -3%	-1.2	12%	0%	0.0%	i	i	7%	0%
CSc1nnc(C)c(/C=C/NOCc2cccc(F)c2)n1
→ -5%	-2.0	-4%	13%	4.0%	i	i	2%	-1%
O=C1c2ccccc2NC(c2ccc(-c3ccc(F)cc3)o2)N1O (stereo unspecified)
→ 2%	·	8%	-22%	-0.3%	?	·	-24%	0%
O=C(NCC(c1ccco1)N1CCN(c2ccc(F)cc2)CC1)c1cccs1 (stereo unspecified)
→ 2%	0.0	10%	5%	0.2%	i	i	-4%	0%
CCOC(=O)c1cnc2nc(NCc3cccc(Br)c3)[nH]n2c1=O
→ 8%	·	5%	-2%	-0.2%	i	·	2%	·
O=C(CCCOc1ccccc1)Nc1cccc(S(=O)(=O)N2CCOCC2)c1
→ 8%	0.4	-12%	-7%	0.3%	i	i	1%	4%
CCN(CC)Cc1c(C(=O)N/N=C/c2ccc(OCc3ccccc3C)cc2)nnn1-c1nonc1N
→ -7%	0.2	?	-21%	2.4%	?	i	-4%	1%
C[C@H](NC(=O)c1ncn2c1C(=O)NC[C@@H]2C)C(=O)OC(C)(C)C
→ ·	-0.7	·	2%	-0.6%	i	i	-1%	·
O=C1CCC(c2ccccc2)=NN1Cc1c(F)cccc1Cl
→ 0%	-1.3	-18%	-5%	0.4%	i	i	-3%	-1%
COc1ccc(CN(Cc2cc3cc4c(cc3[nH]c2=O)OCO4)C(=O)NC2CCCCC2)cc1
→ -14%	-1.7	-37%	-5%	-0.4%	i	i	-9%	1%
CCOc1ccc2c(c1)c1nnc(SCC(=O)NC3CC3)nc1n2C
→ -5%	-0.3	-6%	9%	0.7%	i	i	8%	2%
COc1cccc(CN(CC(=O)NC2CCCCC2)C(=O)c2csnn2)c1
→ ?	-0.1	1%	22%	0.1%	i	i	-6%	1%
O=C(Nc1ccccc1)/C(=C/c1ccc(F)cc1)NC(=O)c1ccco1
→ 0%	-2.7	12%	-18%	0.3%	i	i	-8%	-1%
Cc1ccc(N(C)C(=O)c2cc(S(=O)(=O)N3CCCC3)cn2C)cc1
→ 3%	-0.9	4%	?	-0.9%	i	i	-13%	-1%
COc1ccc(C(=O)n2cnc3ccccc32)cc1[N+](=O)[O-]
→ -5%	-2.5	?	24%	0.8%	i	i	-19%	-1%
O=C(c1cc(-c2ccccc2Cl)on1)N1CCN(C(=O)c2ccco2)CC1
→ 1%	-4.4	-4%	-12%	-0.4%	i	i	-5%	1%
Cc1coc2c(C)c3oc(=O)c(CCC(=O)NCCc4ccccc4F)c(C)c3cc12
→ -7%	·	-6%	-9%	0.0%	·	·	-17%	·
Nc1ccccc1C(=O)N(Cc1ccccc1)Cc1ccccc1
→ -1%	-0.1	-7%	-3%	0.5%	i	i	-27%	-3%
CCOC(=O)N1CCC(NC(=O)Cn2cc3c(n2)CCCC3)CC1
→ 4%	0.5	5%	8%	-0.8%	i	i	-16%	-5%
CC(C)[C@@H]1Cc2[nH]c(=O)[nH]c(=O)c2[C@H](c2ccc(F)cc2)O1
→ ·	0.3	·	·	-0.1%	i	i	·	·
COc1ccccc1CNC(=O)CCCOc1cc(=O)n(C)c2ccccc12
→ 0%	-4.3	1%	23%	4.6%	i	i	-3%	2%
COC(=O)c1cc2oc3ccccc3c2n1CC(=O)Nc1ccc(OC)c(OC)c1OC
→ ?	·	?	-20%	11%	i	·	-29%	·
Cc1ccc(S(=O)(=O)N2C[C@H]3n4c(=O)ccc(=O)n4C[C@H](OC(=O)NCc4ccccc4F)[C@@]3(O)C2)cc1
→ ·	0.0	·	?	-5.5%	·	i	-18%	·
O=C(Nc1ccc(F)cc1)c1nc(SCc2ccccc2F)ncc1Cl
→ 8%	·	20%	?	-0.1%	·	·	-19%	·
Cc1c(C(=O)NCC2CCCO2)oc2ccc(S(=O)(=O)N3CCCC3)cc12 (stereo unspecified)
→ 2%	-0.1	6%	-5%	-0.2%	i	i	-16%	0%
CCC1CCCCN1C(=O)c1ccc(OC2CCN(C(=O)COC)CC2)cc1 (stereo unspecified)
→ -6%	0.9	1%	-5%	0.3%	·	i	7%	-3%
O=C1[C@H](Cc2ccccc2)NCC=CC[C@H](c2ccco2)N1Cc1ccccc1
→ -1%	-1.1	-14%	-13%	5.5%	i	i	-12%	·

Entries of single compounds as entered above:
O=C1c2ccccc2NC(c2ccc(-c3ccc(F)cc3)o2)N1O (stereo unspecified) is listed as A549 viability = 2%; CCT modulator = ·; Nrf2 inh = 8%; TGFb inhibitor = -22%; Nrf2 ARE act = -0.3%; S2 tox = ?; pAkt inh = ·; HepG2 viability = -24%; Mm-Cpn inhibitor = 0%
Cc1coc2c(C)c3oc(=O)c(CCC(=O)NCCc4ccccc4F)c(C)c3cc12 is listed as A549 viability = -7%; CCT modulator = ·; Nrf2 inh = -6%; TGFb inhibitor = -9%; Nrf2 ARE act = 0.0%; S2 tox = ·; pAkt inh = ·; HepG2 viability = -17%; Mm-Cpn inhibitor = ·

Other results follow.
Below each SMILES: A549 viability	CCT modulator	Nrf2 inh	TGFb inhibitor	Nrf2 ARE act	S2 tox	pAkt inh	HepG2 viability	Mm-Cpn inhibitor
CCc1nnc(NC(=O)CSc2nnc(C3CC3)n2C)s1
→ 0%	1.7	14%	-18%	-0.6%	i	i	-5%	1%
CC(C)C(C)NC(=O)Cn1cnc2c(oc3ccccc32)c1=O (stereo unspecified)
→ -1%	-1.5	0%	0%	-0.2%	i	i	4%	1%
Cc1ccsc1C(=O)OCC(=O)NCc1ccc2c(c1)OCO2
→ 10%	-7.7	25%	2%	2.5%	i	i	-24%	1%
Nc1cc(Oc2ccc(F)cc2F)cc([N+](=O)[O-])c1
→ 1%	-0.7	-2%	-21%	0.0%	i	i	-3%	2%
Cn1c(NCc2cc(Br)ccc2O)nc2ccccc21
→ -6%	-2.7	0%	-9%	4.4%	i	i	-33%	4%
CCOC(=O)c1cnc(-n2[nH]c(C)cc2=O)[nH]c1=O
→ -7%	1.7	-4%	10%	0.1%	i	i	19%	-7%
CCC(C)c1ccccc1N1CC(C(=O)N2CCN(C(=O)c3ccco3)CC2)CC1=O (stereo unspecified)
→ 5%	1.4	-17%	0%	0.6%	i	i	-8%	3%
Cc1cccc2nc(-c3cccc(NC(=O)Cc4ccccc4)c3)cn12
→ -13%	-0.3	-8%	-24%	0.4%	?	i	-15%	0%
CCN(CC)C(=O)CSc1nc(N)c(C(=O)Nc2ccc(OC)cc2)s1
→ 3%	1.3	-12%	-2%	-0.1%[9.22 µM]	i	i	-3%	-1%
C=CC[C@@H](CC(=O)N[C@H](CO)Cc1ccccc1)C(=O)N[C@@H](C)COC(=O)[C@@H](CC=C)CC(=O)OC(C)(C)C
→ -14%	-5.0	5%	0%	0.6%	i	i	-2%	2%
Cc1cc(C)c(C)c(OCCCn2ccnc2)c1
→ -2%	1.9	-1%	-6%	-0.8%	i	i	-25%	0%
COc1ccc(OC)c(CN2C(=O)c3ccccc3C2C(=O)NCC2CCCO2)c1 (stereo unspecified)
→ 1%	-0.9	0%	-12%	-0.4%	i	i	0%	1%
Cc1ccccc1C(=O)N1CCN(c2ccc(NC(=O)Cc3ccccc3)cc2)CC1
→ 0%	1.3	-12%	10%	-0.4%	i	i	-29%	1%
Cc1cccc(N(C(=O)CS(=O)CC(=O)Nc2ccc3c(c2)OCO3)C(C)C(=O)NC2CCCC2)c1C (stereo unspecified)
→ -1%	1.8	3%	?	0.0%	?	i	1%	0%
CN(CC(=O)Nc1cccc(F)c1)C(=O)CCNC(=O)c1ccc(Br)cc1
→ 1%	-2.9	17%	0%	8.5%	i	i	-3%	0%
OCCC#Cc1ccc(CN2CCN(C3CCCCC3)C(CCO)C2)cc1 (stereo unspecified)
→ 3%	0.2	2%	-3%	-0.4%	i	i	-22%	3%
Cc1nn(C)cc1C(C)NC(=O)c1cc(COc2ccc(F)c(F)c2)on1 (stereo unspecified)
→ -3%	0.5	-21%	-14%	0.6%	i	i	-20%	-4%
COc1ccc(C2=CCN3CCCCC3C2)c(-c2ccc(OC)c(OC)c2)c1 (stereo unspecified)
→ -12%	-1.1	?	?	0.6%	?	i	-16%	-2%
CC(C)CCN1CCN(Cc2ccc(Sc3nncn3C)o2)CC1CCO (stereo unspecified)
→ -3%	-0.4	5%	-8%	-0.9%	i	i	-21%	1%
O=C(COc1ccc(F)cc1)NCCCn1ccnc1
→ 6%	-0.7	-24%	1%	0.2%	i	i	-13%	0%

Bioassay records as filed in PubChem BioAssay.

Hits appear at their usual frequency; about 4.4% have a hit in one of these screens.
